ASK1 inh: inhibitors of human ASK1 kinase. AlphaScreen MKK6 phosphorylation by ASK1, luminescence. Q99683. 0.99% of 22,000 active. inhibition, % at 7.44 µM; in the data active = inhibition above about 35%;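 note: 0% = median of compound wells and 100% = no enzyme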
ULK1 inh: inhibitors of human ULK1 kinase | 1.9% of 30,000 active | AID 1259251 | inhibition, % at 5.96 µM | O75385 | AlphaScreen Atg13 phosphorylation by ULK1, luminescence; in the data active = inhibition above about 43%;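 note: 0% = median of compound wells and 100% = no enzyme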
Target sequence (O75385 whole entry, looked up): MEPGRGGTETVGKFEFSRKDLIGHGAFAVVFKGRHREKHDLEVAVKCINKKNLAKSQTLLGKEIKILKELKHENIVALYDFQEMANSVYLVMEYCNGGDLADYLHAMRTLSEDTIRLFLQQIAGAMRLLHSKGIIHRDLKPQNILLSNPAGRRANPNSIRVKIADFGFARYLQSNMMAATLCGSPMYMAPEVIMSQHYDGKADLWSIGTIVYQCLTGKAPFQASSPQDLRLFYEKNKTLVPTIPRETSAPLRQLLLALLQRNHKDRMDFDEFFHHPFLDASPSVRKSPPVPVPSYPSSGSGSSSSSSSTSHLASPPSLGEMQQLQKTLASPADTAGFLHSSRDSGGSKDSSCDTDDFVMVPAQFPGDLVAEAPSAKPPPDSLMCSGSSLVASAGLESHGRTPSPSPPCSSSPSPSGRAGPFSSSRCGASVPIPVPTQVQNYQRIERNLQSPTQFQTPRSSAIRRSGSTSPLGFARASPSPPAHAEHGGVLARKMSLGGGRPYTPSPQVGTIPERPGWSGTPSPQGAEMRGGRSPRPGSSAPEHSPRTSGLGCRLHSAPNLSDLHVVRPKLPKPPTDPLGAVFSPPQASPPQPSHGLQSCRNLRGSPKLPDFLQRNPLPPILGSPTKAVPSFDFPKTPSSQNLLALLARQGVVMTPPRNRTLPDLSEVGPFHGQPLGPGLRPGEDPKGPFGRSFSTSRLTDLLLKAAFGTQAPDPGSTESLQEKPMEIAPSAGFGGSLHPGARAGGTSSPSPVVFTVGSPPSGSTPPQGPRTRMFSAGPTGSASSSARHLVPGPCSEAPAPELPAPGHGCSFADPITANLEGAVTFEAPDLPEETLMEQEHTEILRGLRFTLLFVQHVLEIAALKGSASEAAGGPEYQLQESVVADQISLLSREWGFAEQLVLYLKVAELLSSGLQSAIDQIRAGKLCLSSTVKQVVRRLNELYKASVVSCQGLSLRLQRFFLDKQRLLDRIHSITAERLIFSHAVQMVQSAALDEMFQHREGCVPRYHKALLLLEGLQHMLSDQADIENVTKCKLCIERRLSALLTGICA
Numbers without * were called inactive; . = not tested or not shown.

Order of values: ULK1 inh	ASK1 inh
O=C(NC1CC1)c1ccc(-c2nc3ncnc(NCc4cccc(C(F)(F)F)c4)c3[nH]2)cc1
    3	-5
COc1cc(C2NC(=O)NC(C)=C2C(=O)OCCOC(C)C)cc(Br)c1O (centres undefined)
    1	.
CC(C)n1c(-c2ccc(C(=O)NC3CC3)cc2)nc2c(Nc3ccccc3)ncnc21
    -6	-2
Cn1cc(-c2ccc3cnc(Nc4ccc(-n5cnc(-c6ccc(=O)[nH]c6)n5)cc4)nc3c2)cn1
    1	-7
COc1cccc2c1OCC(C(=O)Nc1ccc(-c3cn[nH]c3)cc1)C2 (centres undefined)
    -20	-13
CC(=O)Nc1ccc(Nc2ccnc(Nc3nccc4ccccc34)n2)cc1
    14	15
c1cc(-c2ocnc2-c2ccc3cn[nH]c3c2)cc(Nc2ccc(N3CCOCC3)cc2)n1
    -10	-2
COCCNS(=O)(=O)c1ccc(Nc2nccc(-c3ccccc3)n2)cc1
    0	-3
Cc1nn(C)c(C)c1-c1nc2ccc(C(=O)NCc3cccc(C(F)(F)F)c3)cc2s1
    -12	-2
CN(C)c1cccc(Nc2nc(Nc3ccc4c(c3)OCO4)c3ncn(CCN4CCCC4=O)c3n2)c1
    1	16
OCC1CCCN1c1nc(NCCN2CCOCC2)c2[nH]cnc2n1 (centres undefined)
    -2	-14
CC(=O)Oc1cccc2c1C(=O)c1c(OC(C)=O)cc(C(=O)O)cc1C2=O
    5	.
CCN(CC)c1nc(NCCN2CCOCC2)nc(Nc2nccc3ccccc23)n1
    2	2
O[C@@H]([C@H](O)[C@H](O)CBr)[C@H](O)CBr
    13	.
COc1ccc(CCNc2nc(NC3CCN(Cc4ccccc4)CC3)nc3c2ncn3-c2ccccc2)cc1
    4	6
CCN(CC)c1nc(NCCCN2CCCC2=O)nc(N2CCN(c3ccccn3)CC2)n1
    0	-8
CC(C)n1c(-c2ccc(C(N)=O)cc2)nc2c(NCCN3CCOCC3)ncnc21
    -5	8
Cc1cccc(NC(=O)Cn2cc(C=O)c3ccccc32)c1
    -1	.
Cc1ccc(-c2ncn(-c3ccc(Nc4nccc(-c5cc(F)cc(S(C)=O)c5)n4)cc3)n2)cn1 (centres undefined)
    9	17
COc1ccc(Nc2nccc(-c3cncc(N4CCOCC4)c3)n2)cc1
    25	8
COc1ccc(CCNC(=O)c2ccc3nc(-c4cccc(N)c4)sc3c2)cc1
    -8	-7
COc1ccc(CCNc2cc(Nc3ccc4ncccc4c3)ncn2)cc1
    -1	-3
COc1ccc(-c2nc(C)cc(Nc3ccccc3)n2)cc1
    -19	-6
CC(=O)Oc1c(I)cc(I)cc1C(=O)Nc1ccc(Cl)cc1
    24	.
Cc1cnc(Nc2ccnn2C)nc1NCCN(C(C)C)C(C)C
    9	-13
COc1ccc(CCNC(=O)c2ccnc(Nc3ccccc3)c2)cc1
    -5	-13
CS(=O)(=O)Nc1ccc(-c2ccnc(Nc3cccc(S(N)(=O)=O)c3)n2)cc1
    58*	-20
COc1ccc(Nc2nc(NCC3CCCO3)c3cc(OC)c(OC)cc3n2)cc1 (centres undefined)
    8	-3
CC(C)N(CCNc1nc(-c2ccc(C(=O)N3CCN(C)CC3)cc2)nc2c1ncn2C(C)C)C(C)C
    8	-3
CCCNc1nc(N(CC)CC)nc(N2CCCC2CO)n1 (centres undefined)
    -5	-19
Cl/C(=C\n1cncn1)c1ccc(Cl)cc1Cl
    5	.
COCCNC(=O)/C(C#N)=C\c1ccc(CNS(=O)(=O)c2ccc(C)cc2)o1
    0	.
OCc1ccccc1Nc1cc(NCCc2ccc(F)cc2)ncc1C(F)(F)F
    13	0
CS(=O)(=O)c1ccc(-c2ccnc(Nc3ccc(-c4ncn[nH]4)cc3)n2)cc1
    19	-7
CC1CN(C(NC(=O)c2ccco2)C(Cl)(Cl)Cl)CC(C)O1 (centres undefined)
    -14	.
O=C(Nc1ccc2[nH]ncc2c1)C1CCN(C(=O)C(O)c2ccc(Br)cc2)C1 (centres undefined)
    -3	-7
Cc1ccc(S(=O)(=O)NNC(=S)NC(=O)c2ccc([N+](=O)[O-])cc2)cc1
    0	.
CC(=O)c1cccc(-c2cc(Nc3ccc(N4CCOCC4)cc3)nc(N)n2)c1
    8	8
CC(C)n1c(-c2cccc(N)c2)nc2c(NC3CC3)ncnc21
    -18	-8
CCC(CC)(CC(=O)Nc1cccc(/C=C/c2nc(C3CCC3)cs2)c1)C(=O)O
    8	.
Nc1cccc(-n2ncc3ccc(-c4nn[nH]n4)cc32)c1
    -12	-14
COc1cc(Nc2ccnc(Nc3nc4ccccc4n3C)n2)cc(OC)c1OC
    14	26
CC(C)(C)OC(=O)N1CCC[C@@H](NC(=O)c2cccc(-n3cc(NC(=O)Cc4ccccc4)cn3)c2)C1
    -4	13
CC1(C)Cc2cccc(OCc3ccc(C(=O)NCc4ccncc4)cc3)c2O1
    -3	.
CCCN(C(=O)C(c1ccccc1)c1ccccc1)C1CCN(C)CC1
    -9	.
Cn1c(Nc2cc(NC3CC3)nc(N)n2)nc2ccccc21
    -21	-9
NC(=O)c1ccc(-c2nc(NC3CCN(Cc4ccccc4)CC3)c3ncn(Cc4ccc(C(F)(F)F)cc4)c3n2)cc1
    -38	5
CN1CCN(C(=O)c2ccc(-c3cc(C(=O)NCc4cccc(C(F)(F)F)c4)ccn3)cc2)CC1
    2	-2
c1ccc(OCCNc2nc(N3CCc4ccccc4C3)nc3c2ncn3-c2ccsc2)cc1
    8	8
O=C(O)c1ccc(Nc2nccc(-c3ccccc3)n2)cc1
    4	-4

Taken from above.
`O=C(O)c1ccc(Nc2nccc(-c3ccccc3)n2)cc1` – ASK1 inh: -4
`c1ccc(OCCNc2nc(N3CCc4ccccc4C3)nc3c2ncn3-c2ccsc2)cc1` – ASK1 inh: 8
`NC(=O)c1ccc(-c2nc(NC3CCN(Cc4ccccc4)CC3)c3ncn(Cc4ccc(C(F)(F)F)cc4)c3n2)cc1` – ASK1 inh: 5

Carrying on:
Order of values: ULK1 inh	ASK1 inh
COc1ccc(-c2nc(C(=O)NCCOc3ccccc3)cs2)cn1
    -21	10
CC(C)N(CCNc1nc(Nc2nccc3ccccc23)nc2c1ncn2C(C)C)C(C)C
    -1	3
CCOC(=O)N1CCN(c2cc(-c3ccc(F)cc3)nc(-c3ccccn3)n2)CC1
    8	.
Cc1cccc(NC(=O)Nc2cnn(-c3cccc(C(=O)Nc4ccc(N5CCOCC5)c(C)c4)c3)c2)c1
    3	-4
COc1ccc(CCNc2cc(NCc3ccc4c(c3)OCO4)ncn2)cc1
    -1	-12
CCOC(=O)c1cnn(-c2ccc(Cl)cc2)c1N
    4	.
O=C(Nc1ccc2ccccc2c1N1CCC2(CC1)OCCO2)c1ccc(Br)o1
    -3	11
O=C(NC1CC1)c1ccc(-c2nc(NC3CC3)c3ncn(C4CCCCC4)c3n2)cc1
    0	-5
CC(=O)c1cccc(-c2cncc(C(=O)NCc3cccc(C(F)(F)F)c3)c2)c1
    -24	-4
Cc1nc2ncccc2c(=O)n1-c1ccc(NC(=O)CC2CCCCC2)cc1
    -6	.
O=C(NCc1ccccc1)c1ccnc(Nc2ccc(N3CCOCC3)cc2)c1
    3	18
CC(=O)C1(O)CC[C@H]2[C@@H]3CCC4=CC(=O)CC[C@]4(C)[C@H]3CC[C@@]21C (some centres undefined)
    -9	.
CCS(=O)(=O)N1CCN(c2nc(C)cc(Nc3ccc(C)cc3)n2)CC1
    -11	.
CC(=O)Nc1ccc(NC(=O)Cc2cn(-c3ccc(Nc4ccc(-n5ccnc5)cc4)nn3)c3ccccc23)cc1
    33	25
CCOc1ccc(C(=O)NCCS(=O)(=O)N2CCN(c3ccc(F)cc3)CC2)cc1OCC
    2	.
Cc1cnc(N2CCN(Cc3ccc4c(c3)OCO4)CC2)nc1N
    -6	-4
CC(=O)c1cccc(-c2ncc(C(=O)NCCN3CCOCC3)s2)c1
    -8	-4
Cc1cc(NS(=O)(=O)c2ccc(N)cc2)no1
    5	.
c1ccc(Oc2ccc(Nc3nc(Nc4cccnc4)nc4nc[nH]c34)cc2)cc1
    -13	13
COc1ccc(-c2nc(NCc3cccnc3)c3[nH]cnc3n2)cc1
    41	5
COC(=O)[C@@H](N)CS
    7	.
COc1ccc(CCNc2ncnc3nc(N4CCCC4CO)[nH]c23)cc1 (centres undefined)
    1	2
O=C1CCCN1CCn1cnc2c(Nc3ccc(N4CCOCC4)cc3)nc(Nc3ccccn3)nc21
    42	21
COc1cc2ccccc2cc1C(=O)Nc1nnc(C2CCCO2)o1 (centres undefined)
    4	.
CN(C)c1cccc(Nc2nc(NCCO)c3ncn(-c4ccsc4)c3n2)c1
    7	26
O=C(Nc1ccc(N2CCOCC2)cc1)c1ccc2nc(-c3cccs3)sc2c1
    28	-3
CCCNC(=O)c1cccc(NCc2cccnc2)n1
    -6	1
CC(=O)c1cccc(-c2nc(NCc3cccc(C(F)(F)F)c3)c3ncn(CCN4CCCC4=O)c3n2)c1
    -1	-3
CCCNc1nc(Nc2ccnn2C)nc2c1ncn2-c1ccccc1
    -6	-1
CC(=O)c1cccc(-c2nc(C(=O)NCCO)cs2)c1
    3	15

The list goes on; the last 2 above are carried over.
Order of values: ULK1 inh	ASK1 inh
CCCNc1nc(Nc2ccnn2C)nc2c1ncn2-c1ccccc1
    -6	-1
CC(=O)c1cccc(-c2nc(C(=O)NCCO)cs2)c1
    3	15
O=C1CCCN1CCCNc1ccnc(Nc2ncccn2)n1
    13	7
Oc1c(Br)cc(Br)c2cccnc12
    15	.
CCCCCCCn1c(SCC(O)CCl)nc2c1c(=O)[nH]c(=O)n2C (centres undefined)
    -9	.
O=C(NCCCN1CCCC1=O)c1cnc(-c2cccs2)s1
    -6	-8
Cn1nccc1Nc1nc(NCc2cccc(C(F)(F)F)c2)c2ncn(-c3ccsc3)c2n1
    30	11
COc1ccc(CCNc2nc(-c3csc4ccccc34)nc3c2ncn3C(C)C)cc1
    -4	-2
Cc1nc(NCCCn2ccnc2)cc(-c2ccncc2)n1
    0	.
c1cncc(-c2cc(NC3CC3)nc(-c3ccncc3)n2)c1
    -3	.
c1csc(-c2nc(NCCN3CCOCC3)c3ncn(-c4ccsc4)c3n2)c1
    -1	8
O=C(c1ccc(Br)cc1)N1CCC(Nc2ccc3cnccc3c2)CC1
    -10	4

5 records drawn at random from the list so far, as already listed:
Order of values: ULK1 inh	ASK1 inh
CCOc1ccc(C(=O)NCCS(=O)(=O)N2CCN(c3ccc(F)cc3)CC2)cc1OCC
    2	.
Cc1ccc(S(=O)(=O)NNC(=S)NC(=O)c2ccc([N+](=O)[O-])cc2)cc1
    0	.
CC(C)n1c(-c2ccc(C(=O)NC3CC3)cc2)nc2c(Nc3ccccc3)ncnc21
    -6	-2
COc1ccc(Nc2nc(NCC3CCCO3)c3cc(OC)c(OC)cc3n2)cc1 (centres undefined)
    8	-3
Cn1cc(-c2ccc3cnc(Nc4ccc(-n5cnc(-c6ccc(=O)[nH]c6)n5)cc4)nc3c2)cn1
    1	-7

Additional compounds.
Order of values: ULK1 inh	ASK1 inh
O=C(O)Cc1nn(Cc2ccc(Br)cc2F)c(=O)c2ccccc12
    12	.
CC(C)n1cnc2c(NCCCN3CCCC3=O)nc(NCCN3CCOCC3)nc21
    -1	-12
COc1ccc(CCNc2nc(Oc3ccccc3)ncc2C)cc1
    -19	8
CCCc1nnc(-c2cc3ccccc3n2CC(=O)Nc2ccc(F)cc2)o1
    -4	.
CNC(=O)c1ccccc1Nc1cc(Nc2ccc(C(=O)NC[C@H](O)C(=O)N(C)C)cc2OC)ncc1C(F)(F)F
    89*	6
COc1ccc2oc(C)c(C(=O)Nc3ccccc3)c2c1
    -14	.
Cn1nccc1Nc1cccc(C(=O)NCc2ccccc2)n1
    9	-4
CC(CCc1ccc(O)cc1)NCC(O)c1ccc(O)cc1 (centres undefined)
    -20	.
CC(C)CCC[C@@H](C)[C@H]1CC[C@H]2[C@@H]3CC=C4C[C@H](O)CC[C@]4(C)[C@H]3CC[C@]12C
    -13	.
c1ccc(CN2CCC(c3nc4ccc(-c5ccncc5)cc4[nH]3)CC2)cc1
    -2	6
O=C(NC1CCN(Cc2ccccc2)CC1)c1cc(N2CCCC2CO)nc2ccccc12 (centres undefined)
    -5	-12
O=C(NCc1nc2ccccc2[nH]1)c1ccnc(Nc2ccccc2)c1
    -3	8
Fc1ccc(C2Nc3ccccc3C3OCCCC23)cc1 (centres undefined)
    -11	.
CC(C)N(CCNC(=O)c1cccc(-c2ccc(N3CCN(C)CC3)cc2)c1)C(C)C
    12	-15
CN(C)c1cccc(Nc2nc(NCCO)c3ncn(-c4ccccc4)c3n2)c1
    16	16
O=C1C(O)=C(O)C(=O)C(O)=C1O
    6	.
Cc1noc(C)c1-c1nccc(NCCCN2CCCC2=O)n1
    10	1
Cn1nccc1Nc1ncc(C(=O)NCc2nc3ccccc3[nH]2)s1
    10	9
CCn1cc(-c2ccc3cnc(Nc4ccc(-n5cnc(N6CCOCC6)n5)cc4)nc3c2Cl)cn1
    78*	3
COc1cccc(CNC(=O)Nc2c(F)cc(-c3cn[nH]c3)cc2N(C)C)c1
    8	-15
c1ccc(CNc2nc(Nc3nccc4ccccc34)nc3c2ncn3-c2ccccc2)cc1
    2	-20
N[C@@H](COc1ccc(C(=O)Nc2ccc3[nH]ncc3c2)cn1)Cc1ccccc1
    -5	-21
O=C(NCCO)c1ccc(Nc2nccc(-c3ccccc3)n2)cc1
    0	10
NC(=O)c1ccc(-c2ccccc2)s1
    -12	-9
Cc1cc(NCCCN2CCCC2=O)nc(-c2ccccc2)n1
    12	-7
CCCNC(=O)Cc1cn(-c2ccc(NCCN3CCOCC3)nn2)c2ccccc12
    -4	-21
O=c1[nH]c(-c2cc(Br)ccc2F)nc2nccnc12
    -11	0

Whole records, looked up by structure.
Entry for CCCNC(=O)Cc1cn(-c2ccc(NCCN3CCOCC3)nn2)c2ccccc12 = ULK1 inh: -4; ASK1 inh: -21
Entry for Cc1cc(NCCCN2CCCC2=O)nc(-c2ccccc2)n1 = ULK1 inh: 12; ASK1 inh: -7
